# High-throughput results as filed in PubChem.
# MsrA inh = bovine MsrA enzyme inhibitors, primary screen, biochemical, absorbance, HTS; inhibition, % at 15.5 µM; purified bovine MsrA, absorbance read-out; Methionine sulfoxide reductase A (Bos taurus); 360,000 compounds, 0.75% hits; in the data active = inhibition above about 4.5%;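 also: 0% = vehicle wells with enzyme and 100% = reference inhibitor wells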
# Scp-1 inhibitor = Scp-1 phosphatase inhibitors, primary screen, biochemical, colorimetric, uHTS; Carboxy-terminal domain RNA polymerase II polypeptide A small phosphatase 1 (Homo …; Recombinant Scp1, phosphopeptide, malachite green phosphate absorbance; inhibition, % at 20 µM; 340,000 compounds, 0.88% hits;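 active = inhibition above about 50% at 20 µM, limit read from the data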;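 also: plate controls were DMSO wells with enzyme for no effect and wells lacking enzyme for full effect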
# Target sequence (Q9GZU7 76-261 limits assumed): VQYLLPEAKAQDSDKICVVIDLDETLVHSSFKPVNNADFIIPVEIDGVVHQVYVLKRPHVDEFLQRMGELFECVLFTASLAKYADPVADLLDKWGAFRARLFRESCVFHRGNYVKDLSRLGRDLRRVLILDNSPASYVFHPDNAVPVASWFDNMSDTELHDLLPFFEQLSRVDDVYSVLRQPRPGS
#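 Test system: SCP-1 phosphatase catalytic domain, residues 76-261 | Compound dosing: One concentration, 20 µM, with 1.0% DMSO | Schedule: 45 min room-temperature reaction, 5 min colour, 30 min stabiliser | Detection: Absorbance at 630 nm | Read-out basis: % inhibition of SCP-1 phosphate liberation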
# DNMT1 inh = human DNMT1 methyltransferase inhibitors, primary screen, biochemical, molecular beacon, fluorescence, HinP1I cleavage, uHTS; AID 588458, 2011; DNA (cytosine-5)-methyltransferase 1 (Homo sapiens), P26358; 360,000 compounds, 0.83% hits; inhibition (reported as % activation of signal), % at 10 µM; in the data active = inhibition above about 50%
# CSN deneddyl inh = inhibitors of CSN-mediated cullin deneddylation, primary screen, biochemical, fluorescence polarization, uHTS; Purified CSN, SCF-Nedd8-OG deneddylation; inhibition, % at 12.5 µM; 360,000 compounds, 0.38% hits; AID 651999, 2013;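 active = pattern-corrected inhibition above about 35%, with an unprinted fluorescence ratio check between 0.5 and 1.5, limit read from the data, passing the limit was not always enough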;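 also: 0% = enzyme with substrate and 100% = substrate without enzyme; some results filed as inactive read as strong as hits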
# Target sequence (Q92905 whole entry, looked up, one chain of several): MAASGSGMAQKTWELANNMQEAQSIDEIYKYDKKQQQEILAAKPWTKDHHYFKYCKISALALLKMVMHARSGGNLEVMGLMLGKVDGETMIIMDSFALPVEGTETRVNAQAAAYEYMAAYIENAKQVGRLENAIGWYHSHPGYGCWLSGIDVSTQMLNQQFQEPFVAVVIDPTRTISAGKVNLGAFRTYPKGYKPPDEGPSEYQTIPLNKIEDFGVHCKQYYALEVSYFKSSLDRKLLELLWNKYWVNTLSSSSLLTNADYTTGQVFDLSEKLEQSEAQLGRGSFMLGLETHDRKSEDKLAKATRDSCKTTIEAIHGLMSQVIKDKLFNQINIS
#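 Test system: purified human Csn5 enzyme expressed in HEK293T cells. Amount: 0.24 nM enzyme. Reagent: SCFSkp2-Nedd8OG substrate at 10 nM final. Schedule: 90 min incubation of compound, enzyme and substrate at room temperature. Detection: fluorescence polarization. Read-out: % inhibition of substrate cleavage by Csn5.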
# STEP block = STEP phosphatase inhibitors, primary screen, biochemical, fluorescence intensity, uHTS. inhibition, % at 20 µM. 360,000 compounds, 0.25% hits. AID 588621, 2011. recombinant STEP, OMFP fluorogenic substrate;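 active = inhibition at 20 µM, scaled per plate between control wells, above about 37%, limit read from the data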;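 also: 0% = DMSO with enzyme and substrate and 100% = substrate only without enzyme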
#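 Test system: STEP tyrosine phosphatase / Reagent: OMFP at 25 µM / Doses: 20 µM, 1% DMSO / Read-out: percent inhibition scaled to no-enzyme and uninhibited-enzyme controls, plate-pattern corrected / Detection: FITC-channel fluorescence of OMFP product / Medium: Bis-Tris buffer pH 6.0, 2.5 mM DTT, 0.005% Tween 20 / Schedule: 20 min at room temperature, dark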
# Rpn11 block = Rpn11 (PSMD14) deubiquitinase inhibitors, primary screen, biochemical, fluorescence polarization, uHTS | 360,000 compounds, 0.59% hits | 26S proteasome non-ATPase regulatory subunit 14 (Homo sapiens), O00487 | calls only at 20 µM | human 26S proteasome, Ub4-pepOG fluorescence polarization; 20S core pre-blocked with epoxomicin;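 active = inhibition at 20 µM, scaled to each plate's controls, above about 33%, limit read from the data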
# Target sequence (O00487 whole entry, looked up): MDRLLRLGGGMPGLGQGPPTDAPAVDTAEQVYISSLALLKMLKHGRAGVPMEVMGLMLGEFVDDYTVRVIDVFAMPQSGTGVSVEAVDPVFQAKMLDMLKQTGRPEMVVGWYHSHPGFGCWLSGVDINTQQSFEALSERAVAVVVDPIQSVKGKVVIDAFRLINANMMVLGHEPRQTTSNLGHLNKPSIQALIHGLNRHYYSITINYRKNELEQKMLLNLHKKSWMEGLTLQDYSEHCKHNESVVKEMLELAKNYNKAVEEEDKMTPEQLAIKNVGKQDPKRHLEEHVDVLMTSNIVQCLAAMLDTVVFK
# NadD inh = inhibitors of S. aureus NadD, primary screen, biochemical, colorimetric, uHTS; Nicotinate-nucleotide adenylyltransferase NadD (Staphylococcus aureus N315); purified NadD enzyme, colorimetric absorbance read-out; inhibition, % at 20 µM; 360,000 compounds, 0.78% hits; in the data active = inhibition above about 26%; also: some compounds past the cut are filed as inactive
# SUMO1-SIM PPI = modulators of SUMO1 protein-protein interactions, primary screen, biochemical, uHTS | Small ubiquitin-related modifier 1 (Homo sapiens), P63165 | 360,000 compounds, 0.33% hits | SUMO1 binding to a labelled peptide, TR-FRET, 1 h | inhibition, % at 20 µM | AID 602429, 2012; in the data active = inhibition above about 37%
# LMPTP inh = LMPTP phosphatase inhibitors, primary screen, biochemical, fluorescence intensity, uHTS | 360,000 compounds, 0.22% hits | recombinant LMPTP-A, OMFP fluorogenic substrate | Low molecular weight phosphotyrosine protein phosphatase (Homo sapiens), P24666 | inhibition, % at 20 µM | AID 651560, 2012;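 active = compounds that cut the enzyme signal by at least half of the control window in the single-dose screen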;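 also: plate controls were DMSO wells with enzyme plus substrate for no effect and substrate without enzyme for full effect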
# Target sequence (P24666 whole entry, looked up): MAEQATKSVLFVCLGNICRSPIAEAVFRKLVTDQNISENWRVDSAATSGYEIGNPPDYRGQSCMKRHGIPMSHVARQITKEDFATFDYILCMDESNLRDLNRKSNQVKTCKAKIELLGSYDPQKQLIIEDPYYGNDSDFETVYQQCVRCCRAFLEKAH
#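 material = LMPTP-A | quantity = 0.625 nM enzyme | reagent = OMFP substrate, 400 µM final | buffer or medium = Bis-Tris pH 6.0, DTT, detergent | detection = endpoint fluorescence intensity from OMFP dephosphorylation | dosing = single 20 µM dose | read-out basis = % inhibition relative to no-enzyme and uninhibited control wells | control set = no-enzyme and uninhibited controls | timing = 50 min at room temperature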
# Tb MetRS inh = T. brucei MetRS inhibitors, primary screen, biochemical, luminescence; methionyl-tRNA synthetase (Trypanosoma brucei brucei); purified T. brucei MetRS, ATP depletion, Kinase-Glo luminescence; inhibition, % at 11.9 µM; 360,000 compounds, 0.4% hits; AID 624268, 2012;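 active = inhibition above a per-plate cutoff of the control wells' mean inhibition plus 3 SD, cut at about 5.5% in these data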;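 also: 0% = DMSO wells median and 100% = median of wells with control inhibitor compound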
#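 Dosing: 11.9 µM single point; system: parasite MetRS enzyme; technique: luminescence of leftover ATP; times: 15 min enzyme-compound preincubation, 2 h reaction, 10 min detection, 25 °C; replicates: each compound tested once; read-out basis: percent inhibition relative to median high and low control wells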
# * hit, by the source's call; i = inactive; · = not tested or not shown. An unsorted share of the library. Share with any hit: about 3.9%.
SMILES,MsrA inh,Scp-1 inhibitor,DNMT1 inh,CSN deneddyl inh,STEP block,Rpn11 block,NadD inh,SUMO1-SIM PPI,LMPTP inh,Tb MetRS inh
CC1=NNC(=O)C1CCC(=O)N/N=C/C=C/c1ccccc1 (stereo not drawn),1.0,-10,-2,7,0,i,-3,-6,-0.1,-0.1
C=CCn1c(SCC(=O)NCc2ccc3c(c2)OCO3)nnc1C1CCCCC1,-0.9,2,-1,-1,-2,i,5,3,0.3,-0.4
Cc1ccccc1NC(=O)c1cccc(NC(=O)c2ccco2)c1,-0.9,-5,-3,-5,-4,i,-7,2,-2.2,0.3
COc1cc(/C=N/NC(=S)NC(C)C)ccc1OCC(=O)Nc1c(C)cc(C)cc1C,0.7,6,13,0,4,i,3,1,0.8,-0.8
CC(=O)N1CCOc2ccc(S(=O)(=O)NCC3CCC(C(=O)Nc4ccc(C)cn4)CC3)cc21 (stereo not drawn),0.1,-4,1,1,-1,i,2,3,0.0,-0.5
C=CCc1cccc2cc(C(=O)NC3CCCCC3)c(=O)oc12,·,-15,0,-3,8,i,-1,-16,2.1,-1.0
O=C(c1cnn2c(C(F)F)cc(-c3ccccc3)nc12)N1CCN2CCCC2C1 (stereo not drawn),0.6,-10,-2,-2,0,i,-1,-5,0.4,-0.4
Cn1c(=NC(=O)c2ccccc2[N+](=O)[O-])sc2cccc(F)c21,0.2,-6,18,-1,-4,i,1,4,-1.7,0.4
COc1ccc(N(C(=O)CNC(=O)c2ccco2)C(C(=O)NC2CCCCC2)c2ccncc2)cc1 (stereo not drawn),0.9,-4,-1,0,0,i,-1,1,0.8,0.3
Cc1cc(C)c(C#N)c(N2CCCC(C(N)=O)C2)n1 (stereo not drawn),2.0,0,1,-1,5,i,-2,0,-2.2,-0.2
O=C(CNS(=O)(=O)c1ccc(Br)s1)N1CCN(c2ncccn2)CC1,0.1,0,1,4,-3,i,-3,-2,-0.7,-0.8
O=C(Oc1cccc(C(=S)N2CCOCC2)c1)c1cc([N+](=O)[O-])cc([N+](=O)[O-])c1,-0.5,5,1,1,0,i,-2,-30,0.8,-0.8
Cc1cn([C@H]2C[C@H](O)[C@@H](/C=C/C(=O)NCc3ccc4c(c3)OCO4)O2)c(=O)[nH]c1=O,0.1,·,0,6,-1,i,1,4,-2.0,0.0
NS(=O)(=O)c1ccc(CCNC(=O)COC(=O)Cc2ccc(Cl)cc2)cc1,0.3,·,9,4,-2,i,-2,6,-2.3,-0.1
COC(=O)COc1ccc(C(c2c(C)[nH][nH]c2=O)c2c(C)[nH][nH]c2=O)cc1,0.6,-6,-21,2,0,i,-4,-3,-0.9,0.5
CCCCN(C)CCNC(=O)c1cc(-c2cccnc2)nc2ccc(S(=O)(=O)N3CCC(C)CC3)cc12,-0.3,-6,-1,1,2,i,5,-26,2.5,-0.5
CCN(CC)c1ccc(-c2nc3cnccn3c2NC2CCCC2)cc1,-0.6,0,-7,9,-1,i,3,-8,3.8,-1.3
COc1ccc(OC)c(NC(=O)c2cccc(NC(=O)c3ccco3)c2)c1,-0.8,·,-1,2,0,i,-3,7,-0.5,0.0
CC1=C(C(=O)Nc2ccccc2)C(c2ccc(C)cc2)N=C(Nc2nc3ccccc3o2)N1 (stereo not drawn),0.8,1,38,5,1,i,17,-5,0.3,-0.1
O=C(CCN1CCCC1Cc1ccccc1)c1ccc2c(c1)OCCO2 (stereo not drawn),0.5,-2,6,-2,-2,i,0,1,1.0,0.7
Cc1ccccc1N(C(=O)c1snc(C(N)=O)c1N)C(C(=O)NC1CCCC1)c1ccco1 (stereo not drawn),2.4,-8,-2,3,-1,i,6,-5,0.8,-0.7
COc1ccc(-c2nnsc2N2C(=O)c3ccccc3C2=O)cc1,2.3,-20,-2,2,1,i,-11,2,-1.0,-0.5
CCOC(=O)c1c(-c2ccc(C)o2)csc1NC(=O)CN1CCC(C(N)=O)CC1,1.0,11,-5,-3,0,i,-1,-3,0.2,-0.6
CCc1ccc(NC(=O)c2cnn(-c3ccccc3)c2C)cc1,-1.1,-6,-5,4,0,i,0,5,-0.2,0.1

# Exported with each value named: part of the list above
> O=C(CCN1CCCC1Cc1ccccc1)c1ccc2c(c1)OCCO2 (stereo not drawn)
  MsrA inh: 0.5; Scp-1 inhibitor: -2; DNMT1 inh: 6; CSN deneddyl inh: -2; STEP block: -2; Rpn11 block: i; NadD inh: 0; SUMO1-SIM PPI: 1; LMPTP inh: 1.0; Tb MetRS inh: 0.7
> Cc1ccccc1N(C(=O)c1snc(C(N)=O)c1N)C(C(=O)NC1CCCC1)c1ccco1 (stereo not drawn)
  MsrA inh: 2.4; Scp-1 inhibitor: -8; DNMT1 inh: -2; CSN deneddyl inh: 3; STEP block: -1; Rpn11 block: i; NadD inh: 6; SUMO1-SIM PPI: -5; LMPTP inh: 0.8; Tb MetRS inh: -0.7

# Further records
SMILES,MsrA inh,Scp-1 inhibitor,DNMT1 inh,CSN deneddyl inh,STEP block,Rpn11 block,NadD inh,SUMO1-SIM PPI,LMPTP inh,Tb MetRS inh
Cc1ccc(CNC(=O)CCNS(=O)(=O)c2cccs2)cc1,1.1,-5,-1,-6,-3,i,0,3,-0.5,0.5
CC(C)c1ccc(NC(=O)/C(C#N)=C/c2ccncc2)cc1,-0.1,28,-2,2,0,i,13,4,2.2,-0.4
CCOC(=O)c1c(C)nc2sc3c(c2c1-c1ccc(OC)cc1)NC(c1ccccc1)NC3=O (stereo not drawn),0.6,-3,0,-7,-1,i,8,47*,1.4,-0.5
CCC(=Cc1ccc(CC)cn1)CC,-1.0,-13,-2,17,-2,i,-5,1,-1.7,-0.3
O=C(c1ccc([N+](=O)[O-])cc1)N(Cc1cccs1)C1CCS(=O)(=O)C1 (stereo not drawn),1.4,3,1,1,-2,i,2,-28,1.3,-0.5
COC(=O)c1ccccc1NC(=O)c1ccc2c(c1)OCCCO2,-0.4,-9,2,1,-1,i,-7,4,2.1,-0.1
CCCCC(=O)Nc1cccc(NC(=O)C(C)C)c1,-0.9,-5,5,4,-1,i,5,4,-1.5,-0.4
CSCCC(NC(=O)C1CCCCC1)c1nc2ccccc2[nH]1 (stereo not drawn),-0.3,-2,-6,-1,0,i,2,0,-0.2,-0.3
Cc1ccc(S(=O)(=O)NCCc2ccncc2)cc1C,0.4,-3,-1,-10,-1,i,-5,0,-0.7,-0.4
Cc1cc(C)c(NC(=O)CN2C(=O)NC3(CCCCC3)C2=O)c(Cl)c1,·,-2,0,-2,-1,i,-4,1,-2.3,-0.5
CCOc1ccc(-c2c(C(=O)N/N=C/c3ccc(OC)cc3)nnn2-c2nonc2N)cc1,-0.8,-2,4,-2,1,i,2,-1,-1.3,-0.4
CCOC(=O)c1c(NCc2ccc3c(c2)OCO3)c2ccccc2[nH]c1=O,0.1,-9,-4,-1,0,i,15,0,1.2,-0.1
O=C1NC[C@H](Cc2ccc(O)cc2)N(C[C@@H]2CCCN2C[C@H](Cc2ccccc2)N2C[C@H](Cc3ccccc3)N(CC3CCCCCC3)C(=O)C2=O)C1=O,0.2,·,·,1,·,·,52*,4,17,-0.1
CC(C)CC(CO)N1CCN(C(=O)c2cccc(Cl)c2)CCC1=O (stereo not drawn),0.3,3,3,-4,-2,i,5,-3,0.3,-0.3
O=C(CCC1CCCC1)Nc1nnc(-c2ccc3c(c2)OCO3)s1,1.5,-7,10,-7,1,i,0,-4,0.5,0.0
Cc1nn(-c2ccc(C(=O)O)cc2)c(C)c1Cl,2.4,5,-2,-5,3,i,0,0,0.1,-0.2
Cc1[nH]c(C)c(S(=O)(=O)NCc2ccc(F)cc2)c1C(=O)N1CCCCC1,-1.1,3,2,-3,-2,i,-4,-6,-0.2,-0.1
N#Cc1c(N)nc2c(c1N)CC(CO)O2 (stereo not drawn),0.0,56*,0,0,-2,i,-6,3,-0.2,-0.4
COC(=O)c1ccc(CO/N=C/c2ccccc2OC)cc1,-0.1,-8,3,-6,3,i,-7,1,2.9,-1.8
OCC[C@@H]1C[C@@H](O)[C@H](O)[C@]2(OCCc3ccccc32)O1,-0.2,-9,1,-1,-3,i,3,3,-1.4,-0.3
Cc1nc(-c2ccc(NC(=O)CC(C)C)cc2)cs1,-0.6,12,6,1,0,i,-3,1,-2.3,-0.5
CCc1nnc(NC(=O)CCC(=O)N2CCN(Cc3ccccc3)CC2)s1,1.0,-7,0,1,1,i,0,-4,-1.7,-0.6
O=C(CN(CC1CCCO1)C(=O)CNS(=O)(=O)c1ccc(Cl)cc1)NC1CCCC1 (stereo not drawn),2.1,-8,3,2,0,i,0,5,-0.4,-0.1
C=CCOC(=O)/C(=C\c1ccccc1)NC(=O)c1ccco1,0.4,1,4,-11,2,i,1,1,-1.5,0.0
Cc1cc(=O)[nH]c(SCC(=O)c2ccccc2)c1C#N,0.8,1,-5,4,0,i,1,-2,-0.9,-1.1
Clc1ccc2c(-c3ccccc3)nc(-c3cccs3)nc2c1,-0.2,·,·,3,·,·,-3,4,0.6,-0.8
CC(CNC(=O)CN1C(=O)CCSc2ccccc21)c1ccccc1 (stereo not drawn),-0.2,-9,-3,0,0,i,-4,0,-1.5,-0.5
Cc1cc(C)n(CC(C)NCc2cn[nH]c2-c2ccc(C)c(C)c2)n1 (stereo not drawn),-0.7,-7,2,3,1,i,-10,-2,-1.8,0.7
